14-3-3g Raf: 14-3-3 gamma protein interaction modulation. FP, 14-3-3gamma / TMR-pS259-Raf peptide binding. inhibition, % at 40 µM. actives 0.19% (n = 160,000). AID 422; in the data active = inhibition above about 30%;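 also: 0% = protein plus tracer without compound and 100% = blank with tracer alone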
Target sequence (P61981 whole entry, looked up): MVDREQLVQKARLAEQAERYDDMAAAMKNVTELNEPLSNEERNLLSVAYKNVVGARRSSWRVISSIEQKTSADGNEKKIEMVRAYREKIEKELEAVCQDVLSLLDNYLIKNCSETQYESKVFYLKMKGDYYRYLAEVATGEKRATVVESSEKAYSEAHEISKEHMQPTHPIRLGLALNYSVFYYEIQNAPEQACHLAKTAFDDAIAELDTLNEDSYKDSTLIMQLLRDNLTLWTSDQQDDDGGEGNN
Starred values were filed as active, the others as inactive; & = joins results of further samples. This is a subset. The share of hits here may be higher or lower than overall.

How did CCN(CC)C1=C(C(=O)c2ccccc2)N(CC(=O)c2ccccc2)S(=O)(=O)c2ccccc21 do in these assays?
14-3-3g Raf: -2

What do the screens show for `O=C(Cc1nn[nH]n1)NCc1ccccc1Cl`?
14-3-3g Raf: -2

Results for Cc1cc(C)cc(NC(=O)c2cc3ccccc3oc2=O)c1 ?
14-3-3g Raf: -3

What do the screens show for `Cc1ccc(CNC(=O)c2ccc(Cn3c(=S)[nH]c4ccc(N5CCOCC5)cc4c3=O)cc2)cc1`?
14-3-3g Raf: -1

Results for CC1CCCN(C(=O)CCS(=O)(=O)c2cccc3nsnc23)C1 (configuration not stated) ?
14-3-3g Raf: -11

How did COc1cc(C=C2CCCC3=C2NC(=S)NC3c2cc(OC)c(OC)c(OC)c2)cc(OC)c1OC (configuration not stated) do in these assays?
14-3-3g Raf: -6

Results for COc1ccccc1CN1CCC(N2CCN(CCO)CC2)CC1 ?
14-3-3g Raf: 1

How did CCCCOc1ccc(C(=O)Nc2c3c(nn2-c2ccc([N+](=O)[O-])cc2)CSC3)cc1 do in these assays?
14-3-3g Raf: -2

How did COc1nc(-c2cccs2)cc(-c2ccc(C(C)C)cc2)c1C#N do in these assays?
14-3-3g Raf: -10

Results for CC(=O)N1CCc2cc(NCc3ccc([N+](=O)[O-])cc3)ccc21 ?
14-3-3g Raf: -18

How did O=C(CC12CC3CC(CC(C3)C1)C2)Nc1scc2c(=O)oc3ccccc3c12 do in these assays?
14-3-3g Raf: -24

What do the screens show for `C=CCn1cc(C(=O)N2CCN(c3cccc(Cl)c3)CC2)c(=O)c2cc(S(=O)(=O)N3CCCC3)ccc21`?
14-3-3g Raf: -4

What do the screens show for `CCOc1ccc(C(=O)Nc2cccc(C)n2)cc1[N+](=O)[O-]`?
14-3-3g Raf: 0

How did Cc1ccc(C(=O)CC2(O)C(=O)N(CC(N)=O)c3ccccc32)cc1 (configuration not stated) do in these assays?
14-3-3g Raf: 0

How did Cc1ccc(NC(=O)CSc2nnc(-c3ccco3)c(-c3ccco3)n2)cc1C do in these assays?
14-3-3g Raf: -24

What do the screens show for `CCCOC(=O)c1ccc(NC(=O)CCC(=O)OCC)cc1`?
14-3-3g Raf: 4

Results for O=C1[C@@H]2[C@H](C(=O)N1n1cnnc1)[C@H]1C=C[C@@H]2C1 ?
14-3-3g Raf: 10

What do the screens show for `C/C(=C1/SC(N2CCCC2)=NC1=O)c1ccc(Br)cc1`?
14-3-3g Raf: -6

How did CCOC(=O)C1=C(C)Nc2nnnn2C1c1c[nH]c2ccccc12 (configuration not stated) do in these assays?
14-3-3g Raf: -1

What do the screens show for `c1ccc2sc(CCCCc3nc4ccccc4s3)nc2c1`?
14-3-3g Raf: -10

3 structures out of the list, sorted by molecular weight, ascending:
Results for Cc1cc(C)cc(NC(=O)c2cc3ccccc3oc2=O)c1 ?
14-3-3g Raf: -3

Results for CC1CCCN(C(=O)CCS(=O)(=O)c2cccc3nsnc23)C1 (configuration not stated) ?
14-3-3g Raf: -11

How did CCCCOc1ccc(C(=O)Nc2c3c(nn2-c2ccc([N+](=O)[O-])cc2)CSC3)cc1 do in these assays?
14-3-3g Raf: -2

The list continues.
What do the screens show for `COc1ccc(-c2nc(C#N)c(NCCCN(C)C)o2)cc1OC`?
14-3-3g Raf: -7

Results for O=C(c1ccccc1Br)N1CCN(CC=Cc2ccccc2)CC1 ?
14-3-3g Raf: -16

How did CCOc1ccc(C(=O)Nc2ccccc2)cc1Br do in these assays?
14-3-3g Raf: -2

How did CCN(CC)C(=O)CSc1nnc(-c2ccc(F)cc2)n1N do in these assays?
14-3-3g Raf: -9

Results for CC1(c2ccco2)NC(=O)NC1=O (configuration not stated) ?
14-3-3g Raf: -5

Results for O=C(c1ccccc1)N1CCN(C(=O)c2ccccc2)C1c1ccccc1 ?
14-3-3g Raf: 4

Results for COc1ccc(N2C(=O)CN=C2Nc2cccc(C)c2C)cc1OC ?
14-3-3g Raf: -3

Results for O=C1CC(c2ccc([N+](=O)[O-])cc2)c2cc3c(cc2N1)OCCO3 (configuration not stated) ?
14-3-3g Raf: 3

How did COc1ccc(NC(=O)CSc2nc(-c3ccccc3)cn2-c2ccccc2C)cc1 do in these assays?
14-3-3g Raf: -6

How did CCC(Sc1nccn1C)C(=O)Nc1nnc(C)s1 (configuration not stated) do in these assays?
14-3-3g Raf: 4

What do the screens show for `O=S(=O)(c1ccc(Cl)cc1)c1ccc(Oc2ccccc2)cc1`?
14-3-3g Raf: -31

Results for Cc1ccc(C)c(/C(O)=C2\C(=O)C(=O)N(CCCN3CCOCC3)C2c2cccnc2)c1 (configuration not stated) ?
14-3-3g Raf: -8

Results for Cc1n[nH]c(=O)nc1NCc1cccnc1 ?
14-3-3g Raf: -26

What do the screens show for `Cc1c(NC(=O)COc2ccc3ccccc3c2)c(=O)n(-c2ccccc2)n1C`?
14-3-3g Raf: 1

Results for CCc1ccccc1NC(=O)N[C@@H](C)C(=O)O ?
14-3-3g Raf: -5

Results for COc1cccc(NC(=O)Cn2cnc3sc4c(c3c2=O)CCCC4)c1 ?
14-3-3g Raf: -1

How did CCOc1ccc(C(c2c(O)sc3ccccc3c2=O)c2c(O)sc3ccccc3c2=O)cc1 do in these assays?
14-3-3g Raf: -7

How did Cc1ccc(CNC(=O)c2nnn(-c3cccc(C(F)(F)F)c3)c2N)cc1 do in these assays?
14-3-3g Raf: -1

Results for CCn1cc(C(=O)N(C)c2ccccc2C)c2cc(OC)c(OC)cc2c1=O ?
14-3-3g Raf: -1

What do the screens show for `Cc1ccc(CCNC(=O)C2CC(=O)N(C3CCCC3)C2)cc1` (configuration not stated)?
14-3-3g Raf: 3

By substructure, those above with an aryl thioether with sulfur outside any ring (4)
How did Cc1ccc(NC(=O)CSc2nnc(-c3ccco3)c(-c3ccco3)n2)cc1C do in these assays?
14-3-3g Raf: -24

How did CCN(CC)C(=O)CSc1nnc(-c2ccc(F)cc2)n1N do in these assays?
14-3-3g Raf: -9

How did COc1ccc(NC(=O)CSc2nc(-c3ccccc3)cn2-c2ccccc2C)cc1 do in these assays?
14-3-3g Raf: -6

How did CCC(Sc1nccn1C)C(=O)Nc1nnc(C)s1 (configuration not stated) do in these assays?
14-3-3g Raf: 4

More records follow.
How did COc1cc(C(=O)N2CCN(C(=O)C3CC3)CC2)cc(OC)c1OC do in these assays?
14-3-3g Raf: -2&-6

Results for CC1SC2(NC1=O)C1CC3CC(C1)CC2C3 (configuration not stated) ?
14-3-3g Raf: 0

What do the screens show for `Cn1c(=O)[nH]c(=O)c2c1nc(NCc1ccco1)n2CCCc1ccccc1`?
14-3-3g Raf: 0

How did COc1cccc(Oc2nc3c(c(=O)n(C)c(=O)n3C)n2Cc2ccc(Cl)cc2)c1 do in these assays?
14-3-3g Raf: 6

How did COc1ccc(CCN2CC(C(=O)O)CC2=O)cc1 (configuration not stated) do in these assays?
14-3-3g Raf: -6

Results for Cc1csc(NC(=O)c2cnc3ccccn3c2=O)n1 ?
14-3-3g Raf: 9

Results for COc1cc(C=Nc2sc3c(c2C#N)CCCC3)ccc1OCC(=O)O ?
14-3-3g Raf: -24

How did CC1(C)CC(=O)c2sc(NC(=O)CN3CCOCC3)nc2C1 do in these assays?
14-3-3g Raf: -6&0

What do the screens show for `Cc1cc([N+](=O)[O-])ccc1NC(=O)COc1ccc(Cl)cc1C`?
14-3-3g Raf: -2

What do the screens show for `COc1ccccc1N1CCN(S(=O)(=O)c2c(C)sc3ncn(CC(=O)N4CCC(Cc5ccccc5)CC4)c(=O)c23)CC1`?
14-3-3g Raf: -61

How did O=C(c1ccco1)N1CCN(c2nc3ccsc3c(=O)s2)CC1 do in these assays?
14-3-3g Raf: -3

How did Cc1c(Cl)cccc1Nc1nc(-c2cccnc2)cs1 do in these assays?
14-3-3g Raf: -12

Results for CCn1c(SCC(=O)NCCc2ccc(Cl)cc2)nnc1-c1cccs1 ?
14-3-3g Raf: -2

Results for O=C(OCC(=O)N1CCc2ccccc21)C1=COCCO1 ?
14-3-3g Raf: 0

What do the screens show for `O=C(O)c1cccc(NC(=O)c2cc3ccccc3oc2=O)c1`?
14-3-3g Raf: -11

What do the screens show for `CCOC(=O)c1sc2nc(CC(=O)OC)nc(NCCN3CCOCC3)c2c1C`?
14-3-3g Raf: 3

Results for CC(C)CCNC(=O)c1cc(=O)[nH]c2ccc(S(=O)(=O)N3CCCCC3)cc12 ?
14-3-3g Raf: -9

What do the screens show for `CC1CCN(C(=O)c2cc(-c3ccc(Br)cc3)on2)CC1`?
14-3-3g Raf: -9

Results for Cc1ccc(CCNC(=O)C2CCN(S(=O)(=O)c3c(C)nn(C)c3C)CC2)cc1 ?
14-3-3g Raf: 2

What do the screens show for `Cn1cccc1C(=O)NC(=O)CSc1nnc(C2CC2)n1-c1ccccc1`?
14-3-3g Raf: -14

Results for CCOC(=O)CC(N)c1ccc2c(c1)OCO2 (configuration not stated) ?
14-3-3g Raf: 1

What do the screens show for `CCOC(=O)c1c(C)oc2ccc(N(C(C)=O)S(=O)(=O)c3cc(C)ccc3C)cc12`?
14-3-3g Raf: -13

How did COc1cc(C(=O)N2CCN(C(=O)c3cccs3)CC2)cc(OC)c1OC do in these assays?
14-3-3g Raf: -5

How did NC(=O)c1ccccc1N=Cc1ccccn1 do in these assays?
14-3-3g Raf: 1

What do the screens show for `Cc1ccccc1NC(=O)c1cccc(N2C(=O)C3CCC(C)CC3C2=O)c1` (configuration not stated)?
14-3-3g Raf: 1

Results for O=C(CC(C(=O)N1CCc2ccccc21)n1ccnc1)N1CCOCC1 (configuration not stated) ?
14-3-3g Raf: -6

Results for Cc1nnc(NC(=O)c2c(F)c(F)c(F)c(F)c2F)s1 ?
14-3-3g Raf: 8

How did CCCn1ccc(=N)cc1 do in these assays?
14-3-3g Raf: -1

Results for Cc1cc2nnc(SCC(=O)Nc3sc4c(c3C#N)CCC(C)C4)n2c2ccccc12 (configuration not stated) ?
14-3-3g Raf: 6

How did N#Cc1ccccc1N=C1CCCN1Cc1ccccc1 do in these assays?
14-3-3g Raf: -2&-1

What do the screens show for `COc1cc(C2N(C(C)=O)CCN2S(=O)(=O)c2ccc(C)cc2)ccc1O` (configuration not stated)?
14-3-3g Raf: -4

What do the screens show for `Cc1noc(C)c1S(=O)(=O)N1CCC(C(=O)N2CCc3ccccc3C2)CC1`?
14-3-3g Raf: -5

Results for CC1CCN(CCCNC(=O)CN2N=C(c3ccc(Cl)cc3)CCC2=O)CC1 ?
14-3-3g Raf: 6

How did CC1CCN(S(=O)(=O)c2cc(Br)cc3c2N(C(=O)C2CC2)CC3)CC1 do in these assays?
14-3-3g Raf: -9

How did COc1ccc(C2C3=C(CC(C)(C)CC3=O)Oc3ncn(CC(C)C)c(=N)c32)cc1 (configuration not stated) do in these assays?
14-3-3g Raf: 5

How did CC1CC(C)CN(S(=O)(=O)c2ccc(C(=O)Nc3cccc(-c4nc5ccccc5s4)c3)cc2)C1 (configuration not stated) do in these assays?
14-3-3g Raf: -10

What do the screens show for `Cn1c(Cn2c(=O)sc3ccccc32)nnc1SCc1cccc(F)c1`?
14-3-3g Raf: 0

How did CCCCOc1ccc(C(=O)Nc2cc3nn(-c4ccccc4)nc3cc2C)cc1 do in these assays?
14-3-3g Raf: -12

What do the screens show for `Cc1csc(=O)n1CCC(=O)O`?
14-3-3g Raf: -3

What do the screens show for `O=C(Nc1ccccn1)C(=O)N1CCCCC1`?
14-3-3g Raf: 3

2 entries drawn at random from the list so far, as already listed:
What do the screens show for `Cc1noc(C)c1S(=O)(=O)N1CCC(C(=O)N2CCc3ccccc3C2)CC1`?
14-3-3g Raf: -5

How did COc1cc(C(=O)N2CCN(C(=O)c3cccs3)CC2)cc(OC)c1OC do in these assays?
14-3-3g Raf: -5

More results.
How did COc1cc2ccccc2cc1C(=O)Nc1cccc(NC(=O)c2ccccc2)c1 do in these assays?
14-3-3g Raf: -5

What do the screens show for `COc1ccc(Cn2nnnc2C(c2cc3cc(C)ccc3[nH]c2=O)N2CCOCC2)cc1` (configuration not stated)?
14-3-3g Raf: -1

What do the screens show for `COC(=O)c1ccc(N=c2oc3c(C)ncc(CO)c3cc2C(=O)Nc2cccc(C(F)(F)F)c2)cc1`?
14-3-3g Raf: -2

How did CCOC(=O)Cn1nc(C)c2ccccc2c1=O do in these assays?
14-3-3g Raf: -2&-1

How did O=C(NCc1cccnc1)c1ccc2c(=O)n(Cc3ccc4c(c3)OCO4)c(=S)[nH]c2c1 do in these assays?
14-3-3g Raf: 4

Results for CCOC(=O)c1cc2c(=O)n3ccccc3nc2n(C2CCCCC2)c1=NC(=O)c1ccc(C(C)(C)C)cc1 ?
14-3-3g Raf: 13

Results for Cn1c(=O)[nH]c(=O)c2c1nc(N(CCO)Cc1ccccc1)n2Cc1ccccc1Cl ?
14-3-3g Raf: 1&-5

How did COc1ccc(S(=O)(=O)N(C)CC(=O)Nc2c(F)cccc2F)cc1 do in these assays?
14-3-3g Raf: -1

How did Cc1ccc(N(C)C(=O)Cn2ncc3c(=O)oc4ccccc4c32)cc1C do in these assays?
14-3-3g Raf: -8

Results for Cc1ccccc1CSCc1ccc(C(=O)NC2CC2)o1 ?
14-3-3g Raf: -1

Results for O=C(NC1=NCCS1)Nc1ccccc1 ?
14-3-3g Raf: -4

How did COc1ccc2nc3sc(C(=O)N4CCN(Cc5ccc6c(c5)OCO6)CC4)cc3cc2c1 do in these assays?
14-3-3g Raf: -5

Results for CCN(C(=O)CN1CCN(C)CC1)c1cccc2ccccc12 ?
14-3-3g Raf: 0

What do the screens show for `CC1(C(=O)NC2CCCC2)CCC(=O)N1CCc1ccc(Cl)cc1` (configuration not stated)?
14-3-3g Raf: -5

How did O=C(Nc1cccc(Oc2ccc3c(c2)C(=O)N(c2ccccc2)C3=O)c1)c1cccc([N+](=O)[O-])c1 do in these assays?
14-3-3g Raf: -5

What do the screens show for `CCOC(=O)N1CCN(c2cc3[nH]c(=S)[nH]c3cc2F)CC1`?
14-3-3g Raf: 2

How did O=C(CN1C2=NCCCN2c2ccccc21)N1CCOCC1 do in these assays?
14-3-3g Raf: -3

What do the screens show for `O=C(Nc1cccc(C(F)(F)F)c1)C1CCN(S(=O)(=O)c2cccc3nonc23)CC1`?
14-3-3g Raf: -5
